# S100A4 MyoIIA: inhibitors of human S100A4 binding to myosin IIA peptide; P26447; S100A4/TAMRA-MyoIIA peptide fluorescence polarization; inhibition, % at 10.7 µM; hit rate 0.14% among 360,000;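 active means mean inhibition of at least 70% across replicates, with every replicate also reaching that level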
# Target sequence (P26447 whole entry, looked up): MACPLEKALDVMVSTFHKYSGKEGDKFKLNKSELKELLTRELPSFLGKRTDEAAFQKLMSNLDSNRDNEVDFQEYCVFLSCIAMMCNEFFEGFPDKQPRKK
#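 Compound dosing: one dose per compound; test system: human S100A4 monomer with TAMRA-labelled myosin IIA peptide; probe or stimulus: TAMRA-labelled myosin IIA heavy-chain peptide probe, 5 nM; medium: HEPES buffer with Ca2+, pH 7.2; schedule: 5 min incubation before reading; benchmarks: neutral control DMSO, positive control TFP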
# Casp6 inh: caspase-6 (human) enzyme inhibition | P55212 | purified caspase-6, Z-VEID-R110 cleavage fluorescence | inhibition, % at 12.5 µM | hit rate 0.53% among 350,000 | AID 686996;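 active means mean inhibition across replicates at least about 35%, with every replicate also reaching that limit, limit read from the data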;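 further: 0% = median of neutral control wells and 100% = no fluorescence left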
# Target sequence (P55212 24-179 limits assumed): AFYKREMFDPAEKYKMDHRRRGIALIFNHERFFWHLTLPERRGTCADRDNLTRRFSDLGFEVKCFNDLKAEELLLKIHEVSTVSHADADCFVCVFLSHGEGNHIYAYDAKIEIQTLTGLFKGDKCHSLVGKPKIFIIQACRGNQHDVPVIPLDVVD
# Target sequence (P55212 194-293 limits assumed): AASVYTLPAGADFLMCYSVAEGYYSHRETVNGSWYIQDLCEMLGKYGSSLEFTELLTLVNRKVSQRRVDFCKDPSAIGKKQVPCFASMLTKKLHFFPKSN
# FN deposition inh: fibronectin deposition inhibition. AH1F fibroblasts, Alexa488-fibronectin deposition fluorescence, overnight. inhibition, % at 12.6 µM. hit rate 0.086% among 350,000;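 active means mean inhibition across replicates of 30% or more, regardless of how many single replicates reach that level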;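 further: positive control wells lacked labelled fibronectin entirely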
#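 material = AH1F fibroblast monolayer depositing Alexa488-labelled fibronectin into matrix | amount = 10000 AH1F cells/well | buffer or medium = DMEM plus 2% serum, read in PBS | incubation = 1 h cell adhesion before compound, then overnight fibronectin incubation | detection = fluorescence at 485 nm excitation, 525 nm emission | evaluation = percent inhibition as loss of matrix-bound fibronectin fluorescence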
# SIRT5 inh: inhibitors of human sirtuin-5 desuccinylase | Q9NXA8 | Purified SirT5, succinyl-peptide AMC, trypsin-coupled fluorescence | inhibition, % at 15 µM | hit rate 1.1% among 330,000 | AID 652115; in the data active means inhibition above about 15%
# Target sequence (Q9NXA8 whole entry, looked up): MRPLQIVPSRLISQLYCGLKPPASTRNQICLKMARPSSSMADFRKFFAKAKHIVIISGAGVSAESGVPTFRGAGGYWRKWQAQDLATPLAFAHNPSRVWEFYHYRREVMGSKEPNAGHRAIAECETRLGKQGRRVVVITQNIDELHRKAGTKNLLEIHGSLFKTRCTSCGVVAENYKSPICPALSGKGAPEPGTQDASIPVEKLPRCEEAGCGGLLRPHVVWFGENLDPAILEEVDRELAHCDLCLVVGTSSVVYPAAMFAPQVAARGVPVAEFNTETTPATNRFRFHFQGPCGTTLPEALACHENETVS
# C2C12 statin: protects C2C12 myotubes from simvastatin toxicity; ATP luminescence, 48 h; scaled: DMSO 0, geranylgeraniol control 100; rescue of ATP level, % at 7.49 µM; hit rate 0.78% among 330,000; AID 602340;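 active means mean ATP rescue above about 67%, or every replicate alone reaching that limit, limit read from the data, passing the limit was not always enough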;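 further: myotubes were challenged with 10 µM simvastatin during compound exposure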
# LGR2 antag: blocks bursicon-induced cAMP signaling via Drosophila LGR2; HEK293 LGR2, CRE-luciferase, bursicon-stimulated, 4 h; inhibition, % at 9.99 µM; hit rate 0.35% among 380,000;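 active means drop in luminescence signal, shown as inhibition above about 50% in the replicate tests, limit read from the data, passing the limit was not always enough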;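 further: agonist challenge used bursicon conditioned medium at about half maximal strength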
# esBAF inh: blocks esBAF chromatin remodeling in mouse ES cells. hit rate 2% among 350,000. Bmi1-luciferase knock-in reporter, 24 h; 100% = twice the neutral-well signal. AID 602393. reporter increase, % at 12.5 µM; in the data active means activation above about 40%;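 further: 0% = median of the plate's neutral control wells and 100% = double that signal; a rise in the Bmi1 reporter signal indicates esBAF inhibition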
# * marks the source's active call; other numbers are inactive results; . = not tested or not shown. Some of the compounds tested (hit frequency here may not be typical).
smiles	esBAF inh	C2C12 statin	SIRT5 inh	FN deposition inh	S100A4 MyoIIA	Casp6 inh	LGR2 antag
CCC(=O)NC[C@H]1[C@H](c2ccc(-c3cccc(F)c3)cc2)[C@H](CO)N1C(=O)CC	-4	8	-2	.	0	1	7
CC(C)(C)NC(=O)COc1coc(CN2CCN(C(=O)c3ccco3)CC2)cc1=O	-3	-3	0	6	-1	4	0
C[C@H]1CN([C@@H](C)CO)C(=O)c2cc(-c3ccncc3)cnc2O[C@@H]1CN(C)C(=O)c1ccccc1F	-3	55	0	.	3	1	11
CCOC(=O)N1CCN(C(=O)C2CC(c3ccccc3OC)=NO2)CC1 (configuration not stated)	6	106*	0	.	4	0	5
N#C/C(=C\c1ccc(-c2cccc([N+](=O)[O-])c2)o1)C(=O)Nc1nc(-c2cccs2)cs1	10	-3	-1	5	7	-2	1
C[C@@H]1CN([C@@H](C)CO)C(=O)Cc2cc(NC(=O)CCC(F)(F)F)ccc2O[C@@H]1CN(C)S(=O)(=O)c1ccc(F)cc1	8	17	0	.	9	-1	1
COc1ccc(-c2ccc(C)cc2)cc1[C@H]1[C@@H]2C=CCC[C@@]2(C)C(=O)N1Cc1ccccc1	-6	-5	.	-16	0	-1	9
CN(C)CCNC(=O)C(=O)NCC1OCCN1S(=O)(=O)c1ccc2c(c1)OCCO2 (configuration not stated)	-3	11	-3	1	1	-70	2
CC(=O)c1c(C)[nH]c(C(=O)CN(C)CC(=O)Nc2ccccc2Cl)c1C	4	-2	1	-5	-1	1	-8
Cc1onc(-c2ccccc2)c1C(=O)OCc1nnc(-c2ccc([N+](=O)[O-])cc2)o1	-9	14	-1	7	4	3	16
Cn1cc(S(=O)(=O)N2CCCC2)cc1C(=O)Nc1cccc(C(F)(F)F)c1	-1	-39	-4	-10	3	-1	-10
COCCNC(=O)[C@@H]1[C@@H](CO)[C@@H]2Cn3c(ccc(-c4ccccc4OC)c3=O)[C@@H]2N1C(=O)C1CCC1	.	.	-15	.	60	2	-1

# Profiles, quoted from the list:
# Record of Cn1cc(S(=O)(=O)N2CCCC2)cc1C(=O)Nc1cccc(C(F)(F)F)c1 → esBAF inh = -1; C2C12 statin = -39; SIRT5 inh = -4; FN deposition inh = -10; S100A4 MyoIIA = 3; Casp6 inh = -1; LGR2 antag = -10
# Record of CC(=O)c1c(C)[nH]c(C(=O)CN(C)CC(=O)Nc2ccccc2Cl)c1C → esBAF inh = 4; C2C12 statin = -2; SIRT5 inh = 1; FN deposition inh = -5; S100A4 MyoIIA = -1; Casp6 inh = 1; LGR2 antag = -8

# Additional compounds
smiles	esBAF inh	C2C12 statin	SIRT5 inh	FN deposition inh	S100A4 MyoIIA	Casp6 inh	LGR2 antag
Cc1ccc(C)n1-c1ccc(C(=O)Nc2ccccc2)cc1	.	.	1	3	-31	-1	4
Cc1c(C)n2c(SCC(=O)NCc3ccc4c(c3)OCO4)nnc2[nH]c1=O	1	1	-5	4	-3	5	8
COc1cc(NC(=O)Nc2cccc([N+](=O)[O-])c2)cc(OC)c1	.	.	-4	-6	0	-1	.
COCC(=O)Nc1ccc2c(c1)C(=O)N(C)C[C@@H](OC)[C@@H](C)CN(Cc1ccccc1)[C@H](C)CO2	-3	-1	6	12	9	-3	5
CC(=O)N1CC2(C1)[C@@H](c1ccccc1)[C@@H](CO)N2CC1CCOCC1	.	.	-2	.	2	2	3
Cc1nc2nc(C)c(CCC(=O)N3CCN(c4ccccn4)CC3)c(C)n2n1	0	13	.	-3	.	.	.
COc1ccccc1N1C(=O)C2CCC(c3ccccc3)CC2C1=O (configuration not stated)	.	.	0	1	1	1	-4
Cc1nc(=O)c(-c2ccccc2)c(C)n1-c1ccccc1	-2	21	-6	8	-2	-3	22
COc1ccc(-c2ccc3c(n2)CCCN3S(=O)(=O)c2ccc(C#N)cc2)cc1	.	.	.	-3	-2	-5	-26
COc1ccc(NC(=O)c2ccc(-c3ccc(F)cc3)o2)cc1OC	.	.	3	.	-10	1	-5
CCN1CCN(c2ccc(S(=O)(=O)N3CCCCC3)cc2NC(=O)CC(C)c2ccccc2)CC1 (configuration not stated)	-2	-4	-2	-7	0	1	-3
Cc1ccccc1C(=O)Nc1ccc(CN2CCOCC2)cc1	3	8	-2	-4	3	-1	-2
COCc1cc(C)nc(N2CCOCC2)c1C#N	5	.	-1	-6	-1	0	-2
CCCNC(=O)N1CC2(CN(CC3CC3)C2)c2c(n(C)c3cc(OC)ccc23)[C@H]1CO	.	.	4	.	-15	-3	-15
O[C@@H]1CN(Cc2cccs2)[C@@H](c2ccc(Cl)cc2)C[C@H]1n1cc(C2CC2)nn1	3	7	-1	4	10	-3	-12
O=C(Cc1ccc(S(=O)(=O)N2CCOCC2)s1)NC1CCCCC1	0	10	-2	-3	-6	17	-7
CC(=O)NC[C@H]1[C@H](c2ccc(-c3cccnc3)cc2)[C@@H](CO)N1C(=O)C1CC1	-2	-1	-2	.	1	-2	4
Cn1cccc1Cc1nnc(SCC(=O)Nc2ccc(Cl)cc2)n1-c1ccc(F)cc1	-3	0	.	2	-4	5	3
CN(Cc1ccccc1)C(=O)Cn1nnc(-c2ccccc2)c1COc1ccc2ccccc2c1	0	6	.	15	2	-3	7
CC(Sc1nc2ccccc2c(=O)n1CC1CCCO1)C(=O)N(C)c1ccccc1 (configuration not stated)	-1	-2	-2	8	-20	-3	-2
CCC1CCCCN1Cc1nc(Cc2ccccc2Cl)no1 (configuration not stated)	0	-7	-1	-6	12	-2	-10

# Grouped by structure, the compounds so far with an aryl methoxy group
smiles	esBAF inh	C2C12 statin	SIRT5 inh	FN deposition inh	S100A4 MyoIIA	Casp6 inh	LGR2 antag
CCOC(=O)N1CCN(C(=O)C2CC(c3ccccc3OC)=NO2)CC1 (configuration not stated)	6	106*	0	.	4	0	5
COc1ccc(-c2ccc(C)cc2)cc1[C@H]1[C@@H]2C=CCC[C@@]2(C)C(=O)N1Cc1ccccc1	-6	-5	.	-16	0	-1	9
COCCNC(=O)[C@@H]1[C@@H](CO)[C@@H]2Cn3c(ccc(-c4ccccc4OC)c3=O)[C@@H]2N1C(=O)C1CCC1	.	.	-15	.	60	2	-1
COc1cc(NC(=O)Nc2cccc([N+](=O)[O-])c2)cc(OC)c1	.	.	-4	-6	0	-1	.
COc1ccccc1N1C(=O)C2CCC(c3ccccc3)CC2C1=O (configuration not stated)	.	.	0	1	1	1	-4
COc1ccc(-c2ccc3c(n2)CCCN3S(=O)(=O)c2ccc(C#N)cc2)cc1	.	.	.	-3	-2	-5	-26
COc1ccc(NC(=O)c2ccc(-c3ccc(F)cc3)o2)cc1OC	.	.	3	.	-10	1	-5
CCCNC(=O)N1CC2(CN(CC3CC3)C2)c2c(n(C)c3cc(OC)ccc23)[C@H]1CO	.	.	4	.	-15	-3	-15

# Bioassay records: PubChem, Broad Institute
